KCC2 mod: modulators of human KCC2 chloride dependent transport | B-score of Tl+ flux slope (higher = more flux/activation; lower = inhibition) at 10 µM | 2.2% of 190,000 active | AID 1456 | KCC2 cells, thallium flux FluoZin-2 fluorescence | Q9H2X9;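 active = thallium flux slope and its plate-corrected score both differing from the plate sample mean at a set confidence after two filtering rounds, in either direction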;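 note: slope of fluorescence scaled to starting intensity during 10 to 20 s after thallium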
PERK inhibitor: blocks human PERK kinase; Q9NZJ5; CHO PERK-DD fusion, SEAP luminescence translation reporter; inhibition, % at 5.6 µM; 0.17% of 220,000 active;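 active = inhibition above the mean inhibition of all tested compounds plus 3 SD, set separately per screening campaign, cut at about 2.9% in these data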;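 note: PERK kinase domain activated by AP20187 dimerizer at 100 nM; 0% = DMSO with dimerizer and 100% = rapamycin at 8.4 µM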
eIF4E-4G inh: inhibitors of eIF4E and eIF4G interaction in translation initiation. P63073+Q04637. TR-FRET eIF4E-eIF4GI(517-606) binding, 2 h. inhibition, % at 21.7 µM. 0.37% of 220,000 active. AID 782;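 active = inhibition above about 30%, limit read from the data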;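 note: 0% = full FRET control wells and 100% = background wells lacking eIF4GI fragment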
Target sequence (P63073 whole entry, looked up, the tested form may be a part): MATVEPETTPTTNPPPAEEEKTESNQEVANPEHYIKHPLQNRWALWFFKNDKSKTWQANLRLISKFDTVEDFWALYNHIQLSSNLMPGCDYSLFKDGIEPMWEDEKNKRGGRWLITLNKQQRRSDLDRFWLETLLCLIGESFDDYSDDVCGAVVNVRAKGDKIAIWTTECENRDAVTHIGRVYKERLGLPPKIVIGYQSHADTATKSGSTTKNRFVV
Target sequence (Q04637 whole entry, looked up, the tested form may be a part): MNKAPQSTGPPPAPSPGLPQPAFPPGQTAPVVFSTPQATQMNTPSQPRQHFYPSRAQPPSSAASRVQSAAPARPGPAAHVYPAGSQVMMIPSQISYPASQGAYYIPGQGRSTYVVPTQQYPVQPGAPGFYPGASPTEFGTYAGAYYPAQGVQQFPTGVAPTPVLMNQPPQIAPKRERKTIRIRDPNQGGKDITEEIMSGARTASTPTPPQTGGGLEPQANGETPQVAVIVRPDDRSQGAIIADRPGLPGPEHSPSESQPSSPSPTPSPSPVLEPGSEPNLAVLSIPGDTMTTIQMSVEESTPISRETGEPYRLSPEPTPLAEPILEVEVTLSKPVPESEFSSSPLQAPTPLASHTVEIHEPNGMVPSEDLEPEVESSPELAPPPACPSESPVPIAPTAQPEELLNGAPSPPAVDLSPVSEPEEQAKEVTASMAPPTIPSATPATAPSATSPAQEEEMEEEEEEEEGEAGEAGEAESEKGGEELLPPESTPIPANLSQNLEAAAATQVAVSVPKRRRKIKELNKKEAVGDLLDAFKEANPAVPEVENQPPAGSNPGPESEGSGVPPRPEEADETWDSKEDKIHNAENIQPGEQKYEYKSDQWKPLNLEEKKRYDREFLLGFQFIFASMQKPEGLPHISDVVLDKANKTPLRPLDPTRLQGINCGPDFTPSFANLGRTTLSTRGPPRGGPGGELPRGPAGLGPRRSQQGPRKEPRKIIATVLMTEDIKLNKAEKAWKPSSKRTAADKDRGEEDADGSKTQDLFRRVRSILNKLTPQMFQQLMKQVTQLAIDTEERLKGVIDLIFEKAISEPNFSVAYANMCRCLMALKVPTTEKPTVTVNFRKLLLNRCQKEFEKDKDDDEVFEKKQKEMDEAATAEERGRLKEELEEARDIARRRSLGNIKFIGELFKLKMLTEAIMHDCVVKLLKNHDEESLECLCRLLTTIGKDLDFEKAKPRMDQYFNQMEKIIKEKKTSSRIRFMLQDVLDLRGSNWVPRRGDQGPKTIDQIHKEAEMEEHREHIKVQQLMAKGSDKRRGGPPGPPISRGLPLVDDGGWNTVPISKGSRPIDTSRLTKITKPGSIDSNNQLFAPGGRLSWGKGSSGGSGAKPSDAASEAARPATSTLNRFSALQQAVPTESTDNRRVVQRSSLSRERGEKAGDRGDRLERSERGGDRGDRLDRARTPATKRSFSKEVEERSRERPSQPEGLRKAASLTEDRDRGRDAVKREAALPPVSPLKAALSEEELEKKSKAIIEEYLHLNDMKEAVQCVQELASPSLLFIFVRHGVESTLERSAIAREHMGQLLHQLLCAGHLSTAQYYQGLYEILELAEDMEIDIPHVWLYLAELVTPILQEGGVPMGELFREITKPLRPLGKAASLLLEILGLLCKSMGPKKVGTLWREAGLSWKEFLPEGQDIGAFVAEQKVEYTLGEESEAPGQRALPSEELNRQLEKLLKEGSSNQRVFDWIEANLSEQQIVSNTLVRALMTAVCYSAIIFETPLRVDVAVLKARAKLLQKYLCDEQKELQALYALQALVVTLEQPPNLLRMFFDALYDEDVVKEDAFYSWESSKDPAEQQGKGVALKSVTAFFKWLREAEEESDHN
L929 necroptosis: blocks zVAD induced death of L929 cells; L929 zVAD necroptosis rescue, ATP luminescence, 24 h; with zVAD 60 µM; viability rescue, % at 10 µM; 0.38% of 220,000 active; AID 1377;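 active = activation, scaled between plate controls, above about 75%, limit read from the data; inactive = activation under that limit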;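 note: 0% = zVAD with DMSO and 100% = DMSO alone without zVAD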
EBV gp42 block: EBV gp42 inhibition; Q1HVG2; 0.42% of 220,000 active; AID 1085; inhibition, % (tested at 21.74 µM); Fluorescence polarization binding assay, mP read-out; in the data active = inhibition above about 50%
TNF necrop inh: TNF-alpha cell death inhibition in Jurkat FADD-/- cells. Jurkat FADD-/- TNF necroptosis rescue, ATP luminescence, 24 h; 0 = TNF only, 100 = no-TNF cells. activation (protection from cell death), % at 10 µM. 0.068% of 220,000 active;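 active = activation, meaning protection from cell death, of at least 50% relative to plate controls; inactive = activation below 50%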;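 note: necroptosis triggered by 40 ng/mL TNF-alpha added together with compound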
Calpain2 inh: calpain II (pig) inhibition | purified calpain II, fluorogenic peptide substrate, 30 min | inhibition, % at 16 µM | 0.37% of 220,000 active;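 active = inhibition above about 50%, limit read from the data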
Rad51 HR inh: Rad51 (human) homologous recombination inhibition; hRad51 DNA strand exchange, fluorescence dequenching; inhibition, % at 10 µM; 0.085% of 200,000 active; Q06609;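 active = inhibition above 40% at the single screening dose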;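 note: 0% = DMSO control wells and 100% = blanks with heterologous ssDNA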
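material = hRad51 filaments on single-stranded DNA | reagent = Donor/quencher-labelled 47-bp dsDNA substrate | compound = 10 µM final, single point | schedule = strand-exchange reaction 15 min at room temperature | measured by = fluorescein emission 520 nm, excitation 485 nm | read-out basis = % inhibition versus plate control and blank means | benchmarks = plate controls and plate blanks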
MDM2 E3 inh: Mdm2 E3 ligase (human) inhibition | cell-based MDM2 ubiquitination luciferase reporter, 2 h; 0 = plate control, 100 = twice control, blank-subtracted | signal enhancement, % at 5 µM | 0.11% of 210,000 active | AID 1230;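 active = signal enhancement of 30% or more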;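 note: luminescence tracks abundance of the self-degrading MDM2-luciferase fusion protein; higher signal means inhibition of MDM2 E3 ligase activity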
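Test system: mammalian cells stably expressing self-ubiquitinating, self-degrading MDM2 E3–luciferase fusion; Amount: 2000 cells in each well; Medium: DMEM; Schedule: 4 h settle plus 2 h compound, 37 °C; Technique: SteadyLite luciferase luminescence after 15 min room-temperature reagent incubation; Benchmarks: plate control and blank wells.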
* marks the source's active call; other numbers are inactive results; . = not tested or not shown; [ ] = remark or other dose.

no.	mol	EBV gp42 block	Rad51 HR inh	PERK inhibitor	L929 necroptosis	KCC2 mod	eIF4E-4G inh	TNF necrop inh	Calpain2 inh	MDM2 E3 inh
1	Cc1nc2ccc(S(=O)(=O)NCC(=O)N(C)Cc3ccccc3)cc2s1	-5	-26	0.0	0.1	1.6	-2	0.6	-3	-12
2	CC(=O)OC1COC(OC2C(O)C(C)OC(OC3C(OC4CCC5(C)C(CCC6(C)C5CC=C5C7CC(C)(C)CCC7(C(=O)O)CCC56C)C4(C)CO)OCC(O)C3O)C2O)C(O)C1OC(C)=O (centres undefined)	-10	-2	1.7	-0.8	0.31	-1	-3.1	-71	2
3	Cc1nc2c(cc(Oc3ccc(S(=O)(=O)N4CCOCC4)cn3)c3ccsc32)s1	-22	6	-1.3	0.7	.	-15	-1.9	-126	-12
4	COc1cccc(/C=N/NC(=S)NC2CC3CC2C2C=CCC32)c1O (centres undefined)	-17	21	1.8	0.5	0.62	-11	2.2	-12	-2
5	CCn1cc(S(=O)(=O)CC(=O)Nc2ccc3c(c2)OCO3)c2ccccc21	-14	-2	.	-0.9	-0.22	-21	0.6	-11	-2
6	O=C(CN(Cc1ccc2c(c1)OCO2)C(=O)CSc1nc2ccccc2o1)NC1CCCCC1	-12	5	0.6	0.0	.	-21[fluorescence artefact?]	0.1	25	-2
7	COc1cccc(NC(=O)CN(C)C(C)C(=O)Nc2ccc(S(=O)(=O)N3CCCC3)cc2)c1 (centres undefined)	-2	6	0.9	1.3	0.69	2	2.3	-9	0
8	Nc1nc2n(n1)C(c1cccs1)CC(c1ccccc1)N2 (centres undefined)	-6	4	-0.1	-0.5	0.27	-6	-3.9	-26	-18
9	C=CCn1c(SCc2nc3ccccc3[nH]2)nnc1-c1ccc(OC)cc1	1	0	-0.3	0.8	0.056	-2	1.1	-10	-14
10	O=c1[nH][nH]cc1C=NCc1cccnc1	-2	-1	0.0	3.1	-0.8	4	-1.1	6	-7
11	CC(C)(C)C(=O)Nc1cccc(C(=O)c2cccc(NC(=O)C(C)(C)C)c2)c1	6	-2	0.0	-0.2	.	-1	1.2	41	.
12	CCc1ccc(NC(=S)NCC2CCCN2CC)cc1 (centres undefined)	-13	0	1.4	-1.5	0.56	3	0.3	-2	-4
13	O=C(Nc1ccc(Cl)cc1F)C1CCN(S(=O)(=O)c2cccnc2)CC1	-8	-9	-0.8	0.7	-0.92	-1	0.0	16	-13
14	COC(=O)C(NC=O)C(O)(Cc1ccccc1)C(F)(F)F (centres undefined)	-3	-9	0.6	-0.1	-0.31	2	-3.0	-7	-7
15	COc1ccccc1CN(C(=O)c1ccco1)C(C(=O)NC1CCCC1)c1ccncc1 (centres undefined)	5	-7	0.2	-0.3	0.52	-10[fluorescence artefact?]	-2.3	-103	-1
16	FC(F)(F)c1nnc(-c2ccccc2)nc1Sc1ccccc1	-10	-1	2.3	40	.	1	-24	-11	-3
17	Cc1ccc(OCc2ccc(C(=O)Nc3nccs3)o2)cc1C	-10	-2	0.4	0.5	0.66	6	-1.3	-85	.
18	Cn1ccnc1SCC(=O)Nc1ccc(Oc2ccccc2)cc1	-13	-16	0.7	0.2	-1.9	5	-4.1	-39	-25
19	COc1ccc(Cl)cc1C(=O)NCc1ccco1	-22	6	0.3	-0.1	-1.7	2	5.8	-10	-5
20	CN(Cc1cn(C)nc1-c1ccccc1F)Cc1nccn1C	-14	.	0.1	-0.5	0.049	-2	0.0	-16	-2
21	O=c1oc(/C=C/c2ccco2)nc2sc3c(c12)CCC3	-2	.	1.0	0.3	0.2	1	-0.3	-34	15
22	Cc1cc(C(=O)OCC(=O)Nc2cc(S(=O)(=O)N(C)C)ccc2Cl)c2ccccc2n1	4	4	-0.2	1.5	-0.048	2	0.5	-18	-9
23	COc1cccc(C(=O)/C=C/Nc2ccc(S(=O)(=O)Nc3nc(C)cc(C)n3)cc2)c1	-17	-1	0.2	1.1	-1.4	1	0.9	-61	-8
24	O=C1c2cccnc2C(=O)N1Cc1ccc(F)cc1	4	3	0.3	2.0	.	-2[fluorescence artefact?]	1.1	9	-7
25	CC(=O)Nc1ccc(S(=O)(=O)N(C)CC(=O)OCC(=O)NC(C)C23CC4CC(CC(C4)C2)C3)cc1 (centres undefined)	-35	-5	-0.6	-0.1	-0.15	-2	-0.6	12	-18
26	O=C1c2ccccc2C(Nc2ccc(Cl)cc2)N1CCN1CCOCC1 (centres undefined)	-4	5	-0.2	-0.5	.	-4	-0.1	7	-8
27	COc1ccc(NC(=O)c2cccnc2C(=O)O)c(OC)c1	5	3	0.5	-0.1	0.01	2	-1.9	20	-3
28	Cc1ccccc1C(=O)c1cccn1CC(=O)NC(C)c1ccc2c(c1)OCCO2 (centres undefined)	-6	-6	0.2	0.0	-0.84	-5	-1.3	-19	-20
29	CCC(C)NC(=O)CN1C(=O)C(CC)Sc2ccccc21 (centres undefined)	-5	24	1.3	1.7	0.052	-1	1.0	-4	-5
30	CCCN(CCC)CC(C)(C)NS(=O)(=O)c1ccc(Cl)cc1	-20	-15	-0.2	0.8	0.073	2	0.7	4	-18
31	COc1cnc(-c2ccccn2)nc1N(C)C	1	2	-0.9	68	1.1	1	-8.0	-43	1
32	FC(F)(F)c1cc(Oc2ccccc2Cl)nc(-c2ccccn2)n1	-13	0	1.4	0.3	-0.74	1	-13	-6	-2
33	Cc1ccc(-c2nc(=S)c3c(n2CCN2CCOCC2)CC(C)(C)OC3)cc1	-1	1	1.0	-0.7	1	8	0.8	28	0
34	CC(=O)C1=C(C)NC(SCC(=O)c2ccc(Cl)cc2)=C(C#N)C1CC(C)C (centres undefined)	-17	-2	-0.7	-0.8	-2.1	9	2.8	-2	-16
35	CCC(=O)N1CCN(c2ccc(NC(=S)NC(=O)c3ccc(OC)c([N+](=O)[O-])c3)cc2)CC1	-6	16	-0.5	-1.6	-0.21	-1	5.1	-30	-3
36	CCCC/S(CC1CC1(Cl)Cl)=N\S(=O)(=O)c1ccc(C)cc1 (centres undefined)	-25	2	-0.6	-0.1	.	-5	-2.8	-13	-38
37	O=C(COc1ccc(S(=O)(=O)NC2CCCCC2)cc1)NC1CCCCC1	-7	2	-1.2	1.6	-0.94	5[fluorescence artefact?]	1.5	8	1
38	O=[N+]([O-])c1ccccc1NCCOc1ccccc1	8	-8	0.5	1.4	-1.3	12	0.8	15	3
39	O=C(/C=C/c1cccs1)N1CCN(c2ccccc2F)CC1	-13	-10	1.1	0.1	-0.72	18	0.1	7	3
40	Cn1c(CNC(=O)c2ccccc2F)nnc1SCCOc1ccccc1	-9	4	1.5	0.7	-0.019	-8	-0.5	5	-20
41	Cc1ccc(S(=O)(=O)Nc2ccc(Cl)cc2C(=O)c2ccccc2)cc1	-16	7	0.5	0.3	1.6	1[fluorescence artefact?]	1.9	16	0
42	CC1(C)CC(=O)c2cc(OCC(=O)NCCCN3CCN(c4ccccc4F)CC3)ccc2O1	1	2	-0.6	-0.3	0.0067	4	-2.0	-311	-11
43	Nc1cc(=O)nc(SCC(=O)NCc2ccccc2)n1CCc1ccccc1	-9	-1	1.4	0.3	-0.37	3	-0.3	-33	-10
44	COc1ccc(Oc2ccc(/C=N/NC(=O)c3cccnc3)cc2[N+](=O)[O-])cc1	4	9	0.5	2.3	-1.6	-2	-1.0	-7	-3
45	CCCC(=O)N1c2ccccc2C(=C2SC(C(=O)OC)=C(C(=O)OC)S2)C(=S)C1(C)C	-14	-1	-0.1	-0.7	-1.5	0[fluorescence artefact?]	-9.6	32	.
46	OCCNC(=S)c1ccccc1	-8	-11	-0.3	0.5	0.44	1	-0.6	-11	0
47	COC(=O)c1ccc(N2C(=O)CC(N(C)CCc3ccc(OC)c(OC)c3)C2=O)cc1 (centres undefined)	-18	12	0.8	0.2	0.32	-3[fluorescence artefact?]	-3.3	-13	0
48	O=C(Nc1cccc2c1CCCC2)c1ccco1	-16	-1	0.6	0.4	1.2	-7	-0.6	-2	-5
49	CCOC(=O)Cn1nc(C)n(-c2ccc(C(C)C)cc2)c1=O	-17	1	-0.3	0.2	-0.34	8	-3.0	-7	-29
50	COCCN1C=C(C(=O)OC)C(c2ccc3c(c2)OCO3)C(C(=O)OC)=C1	-16	9	-0.5	-0.1	-0.15	6	-0.8	-232	-1
51	Cc1ccc(NC(=O)NCCCN2CCCC2=O)cc1	-14	3	0.1	0.2	.	3	0.1	-14	-29
52	CCCC(Oc1ccc(Br)cc1)c1nc2c3cc(OC)c(OC)cc3nc(=S)n2[nH]1 (centres undefined)	-3	.	0.2	-1.6	-2.9	3	-1.8	0	-1
53	O=C(NCc1ccc2c(c1)OCO2)C1CCC(CNc2c(N3CCCCC3)c(=O)c2=O)CC1 (centres undefined)	-9	0	2.2	1.6	-1.3	2	-0.3	12	-23
54	O=C(Nc1ccc(F)cc1)Nc1ccc(NC(=O)c2ccccc2O)cc1	-23	3	-3.5	73	0.023	4	7.4	-40	-19
55	O=C(NCCCN1CCCC1=O)c1cccs1	-4	.	1.0	2.1	2.4	-4[fluorescence artefact?]	1.0	-14	-11
56	CCCN(CCC)S(=O)(=O)c1ccc(C(=O)Nc2nnc(COC)o2)cc1	-4	-27	0.8	-0.6	0.00034	2	0.1	10	-10

Among those listed so far, these have a nitro group on carbon.
no.	mol	EBV gp42 block	Rad51 HR inh	PERK inhibitor	L929 necroptosis	KCC2 mod	eIF4E-4G inh	TNF necrop inh	Calpain2 inh	MDM2 E3 inh
35	CCC(=O)N1CCN(c2ccc(NC(=S)NC(=O)c3ccc(OC)c([N+](=O)[O-])c3)cc2)CC1	-6	16	-0.5	-1.6	-0.21	-1	5.1	-30	-3
38	O=[N+]([O-])c1ccccc1NCCOc1ccccc1	8	-8	0.5	1.4	-1.3	12	0.8	15	3
44	COc1ccc(Oc2ccc(/C=N/NC(=O)c3cccnc3)cc2[N+](=O)[O-])cc1	4	9	0.5	2.3	-1.6	-2	-1.0	-7	-3

(more compounds)
no.	mol	EBV gp42 block	Rad51 HR inh	PERK inhibitor	L929 necroptosis	KCC2 mod	eIF4E-4G inh	TNF necrop inh	Calpain2 inh	MDM2 E3 inh
57	COc1ccc(-n2c(=S)[nH]c3cc(C(=O)Nc4cccc(C)c4)ccc3c2=O)cc1	4	.	-0.2	1.8	0.13	1	3.0	17	.
58	N#Cc1ccc(Oc2nc(C(N)=O)cc(-c3ccccc3)n2)cc1	-15	-12	1.2	0.5	.	-5	-0.8	-26	.
59	c1ccc2c(CCNc3ncnc4nc[nH]c34)c[nH]c2c1	6	-1	0.2	7.5	-0.76	-1[fluorescence artefact?]	-14	-10	-21
60	Oc1[nH]c2ccccc2c1C1=NCCCCC1	-19	-2	1.6	2.5	1.4	7	-0.3	30	-10
61	CCC(=O)Nc1cc(-c2cc3ccccc3oc2=O)ccc1OC	0	15	0.4	1.4	0.4	-6	-0.4	-7	-21
62	COC(=O)c1cc(COc2ccc3c(c2)oc(=O)c2ccccc23)c(C)o1	-10	14	0.7	0.0	0.075	-26	-1.0	-41	-10
63	Cn1c(=O)c2[nH]c(SCc3ccccn3)nc2n(C)c1=S	0	12	0.1	1.4	0.57	2	-0.5	13	-17
64	CC1=NN(c2ccc(C)c(C)c2)C(=O)C1C(c1cccc(O)c1)C1C(=O)N(c2ccc(C)c(C)c2)N=C1C (centres undefined)	-11	-1	1.1	0.4	0.51	1	-2.8	-115	0
